B2AR arrestin ag: beta-arrestin recruitment by human beta2-adrenergic receptor ligands; P07550; 44,000 tested, under 10 active; Potency, µM (doses to about 46.1 µM), for the others: at the top dose activation, actives largely listed as activators; HTLA Tango cells, beta-arrestin recruitment, luciferase luminescence, 18 h;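 note: potency is the fitted concentration of half-maximal effect; 0% = DMSO and full agonism = EC100 isoproterenol or metaproterenol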
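Tango cells (recombinant beta2-AR, beta-arrestin, tTA-driven luciferase), 1500/well in DMEM 1% FBS, treated 18 h at 37 °C with compounds up to 46 µM; luciferin mix added, luminescence read after 15 min; %activity curves fitted and curve-classed.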
FH mod: Identification of activators of human fumarate hydratase by quantitative high-throughput screening. 54,000 compounds, 0.22% hits. AID 1347055, 2019. FH coupled MDH/diaphorase resazurin fluorescence, 15 min. Potency, µM (doses to about 79.9 µM), inactives show at the top dose activity change, negative = inhibition, most hits filed as inhibitors. Fumarate hydratase, mitochondrial (Homo sapiens), P07954; note: potency is the fitted concentration of half-maximal effect; % is set by controls: 0 for no effect and ±100 for the full control effect; the screen sought activators but most active calls are inhibition curves; nearly all actives have a fitted effect of over 45% in size
p53null 39C kill: p53 null cell cytotoxicity, nonpermissive temperature | H1299 p53-null (neo) cells, 39C, ATPlite viability, 24 h | Potency, µM (top dose mostly 46.1 µM), for inactives: at the highest dose activity, negative = cell killing, hits mostly cytotoxic | 55,000 compounds, 0.97% hits;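 note: potency is the fitted concentration of half-maximal effect; 0% = DMSO only and -100% = full killing by 100 µM tamoxifen; nearly all actives have a fitted effect of over 50% in size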
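H1299 lung cancer cells, p53-null (H1299-neo) or expressing p53 A138V (H1299-p53A138V), were plated overnight at 37C, then exposed to compounds at up to 46 uM for 24 hr at 39C. Viability was read by ATP-based luminescence.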
NTMT1 inh: NTMT1 methyltransferase inhibition; Q9BV86; NTMT1 MTase-Glo SAH luminescence, purified enzyme; Potency, µM (doses to about 114 µM), inactives show top-dose activity change, negative = inhibition, actives largely listed as inhibitors; 59,000 compounds, 2.5% hits; AID 1645870;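 note: potency is the fitted concentration of half-maximal effect; plate controls were DMSO vehicle for no effect and no enzyme for full effect; nearly all actives have a fitted effect of over 65% in size; many of its hits are not listed in these tables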
Target sequence (Q9BV86 whole entry, looked up): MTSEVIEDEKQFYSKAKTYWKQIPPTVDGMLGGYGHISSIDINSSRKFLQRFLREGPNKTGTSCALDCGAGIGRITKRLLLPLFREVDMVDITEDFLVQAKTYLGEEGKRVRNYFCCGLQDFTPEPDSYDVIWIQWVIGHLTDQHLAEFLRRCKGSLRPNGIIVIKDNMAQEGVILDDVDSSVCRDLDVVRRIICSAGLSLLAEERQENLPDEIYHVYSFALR
GALK inh: inhibits human galactokinase | 44,000 tested, under 10 active | Potency, µM (doses to about 57.5 µM), for the others: top-dose activity, negative = inhibition, most hits filed as inhibitors | recombinant GALK, Kinase-Glo ATP luminescence, 1 h | P51570;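 note: plate controls were full GALK reaction for no effect and reaction lacking GALK for full effect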
Target sequence (P51570 whole entry, looked up): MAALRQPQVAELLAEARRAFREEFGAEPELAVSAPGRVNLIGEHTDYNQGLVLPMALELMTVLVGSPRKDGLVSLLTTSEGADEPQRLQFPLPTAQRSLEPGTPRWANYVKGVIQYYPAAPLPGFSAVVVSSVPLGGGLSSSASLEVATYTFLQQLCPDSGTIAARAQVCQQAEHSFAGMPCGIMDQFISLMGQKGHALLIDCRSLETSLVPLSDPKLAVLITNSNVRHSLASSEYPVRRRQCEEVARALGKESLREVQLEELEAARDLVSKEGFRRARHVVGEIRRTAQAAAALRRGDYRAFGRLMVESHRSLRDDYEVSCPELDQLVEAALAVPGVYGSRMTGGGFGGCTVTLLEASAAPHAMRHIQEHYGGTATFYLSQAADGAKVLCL
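5 nM GALK; 35 uM ATP; 100 uM D-galactose; 20 mM HEPES pH 8.0, 5 mM MgCl2, 60 mM NaCl, 1 mM DTT, 0.01% BSA; 1 h RT; Kinase-Glo Plus luminescence.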
p53null 32C kill: selectivity test: cytotoxicity in p53 null cells, permissive temperature; Potency, µM (series often up to 46.1 µM), inactives show top-dose activity change, negative = cytotoxicity, hits mostly cytotoxic; H1299-neo p53 null cells, ATP luminescence, 24 h, 32C; 55,000 compounds, 0.62% hits;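 note: potency is the fitted concentration of half-maximal effect; 0% = DMSO only and -100% = full killing by 100 µM tamoxifen; nearly all actives have a fitted effect of over 55% in size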
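We seeded p53-null H1299-neo cells, incubated them overnight at 37C, and added compounds across a range up to 46 uM. After 24 hours at 32C, ATP reagent was applied for 20 min at room temperature and luminescence recorded.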
TSG101-PTAP inh: TSG101-PTAP interaction inhibition, HIV-1 budding; AID 1347069; Q99816; Potency, µM (highest dose often 115 µM), without a hit: at the highest dose activity change, negative = inhibition, most hits filed as inhibitors; 44,000 tested, under 10 active; Fluorescence polarization, FITC-PTAP peptide/Tsg101, 20 min; note: potency is the fitted concentration of half-maximal effect; 0% is about no effect
Target sequence (Q99816 whole entry, looked up): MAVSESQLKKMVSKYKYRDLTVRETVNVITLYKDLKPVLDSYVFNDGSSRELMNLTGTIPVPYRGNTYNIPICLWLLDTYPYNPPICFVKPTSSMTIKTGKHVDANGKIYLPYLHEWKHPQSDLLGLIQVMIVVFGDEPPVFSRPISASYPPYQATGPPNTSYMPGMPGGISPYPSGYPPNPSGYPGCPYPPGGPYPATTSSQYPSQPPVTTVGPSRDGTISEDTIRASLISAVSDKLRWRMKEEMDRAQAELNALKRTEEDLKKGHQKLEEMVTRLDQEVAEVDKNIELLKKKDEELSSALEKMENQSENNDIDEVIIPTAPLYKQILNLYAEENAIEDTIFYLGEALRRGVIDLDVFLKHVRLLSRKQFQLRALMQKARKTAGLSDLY
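Read-out is FITC fluorescence polarization. Compounds were added to Tsg101 binding domain (10 uM final), then FITC-PTAP peptide (50 nM final), 20 min at r.t. Total S+P intensity flags fluorescent compounds.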
The depositor's hits bear a star; ? = inconclusive; . = no result given; & = joins results of further samples; [ ] = dose if it differs, or a comment. Calls come from the whole dose curve; as a rule, active = well fitted curve in the direction sought with a large enough effect; inconclusive = small, poorly fitted or top-dose-only effect, or another doubt; inactive = no such curve, though single readings can be large; an effect the other way counts as inactive or inconclusive.

1. Cc1cccc(OCc2ccc(-c3nc(C#N)c(N4CCN(c5ccccc5)CC4)o3)o2)c1
2. CCc1ccc(S(=O)(=O)c2nnn3c2nc(Nc2cc(OC)ccc2OC)c2sccc23)cc1
3. Cc1csc2nc(CCNS(=O)(=O)c3ccc(F)cc3)cn12
4. N#Cc1ccc(CSc2nc3c(c(=O)[nH]2)CCC3)cc1
5. CCOc1cccc(NC(=O)C2CC(=O)N(C)C(=Nc3ccc(F)cc3)S2)c1 (stereo not drawn)
6. COc1ccc(-c2c3c(nc4sc(C(=O)Nc5cccc(OC)c5)c(N)c24)CC(C)(C)CC3=O)cc1
7. COc1cccc(Cn2c(CNS(=O)(=O)c3ccc(C(C)(C)C)cc3)nc3cccnc32)c1
8. Cc1cc(C)c2c(CC(=O)Nc3c(C(=O)c4ccc(F)cc4)oc4ccccc34)coc2c1

compound no.	1	2	3	4	5	6	7	8
B2AR arrestin ag	-4%	-1%	-1%	-2%	0%	1%	-1%	-1%
FH mod	-5%	1%	-2%	-14%	?	-6%	-6%	-3%
p53null 39C kill	-9%	?	9%	-5%	10%	33%[activator]	26%	17%
NTMT1 inh	10%	0%	-3%	3%	-16%	-2%	7%	?
GALK inh	-4%	1%	-6%	2%	-1%	3%	-8%	7%
p53null 32C kill	-6%	3%	3%	-5%	-6%	-1%	21%	1%
TSG101-PTAP inh	-1%	-3%	0%	-1%	-3%	-6%	0%	-8%

9. CCN1C(=O)c2ccccc2S(=O)(=O)c2ccc(C(=O)NCc3ccccc3Cl)cc21
10. COCCCNc1nc2c(c(=O)n(Cc3ccc(F)cc3)c(=O)n2C)n1C
11. O=C(NCCCc1nc2ccccc2n1Cc1cccc(Cl)c1)C1CCCCC1
12. CCOc1ccc(NC(=O)c2cc3cc(C)ccc3n2C)cc1
13. O=C(O)CCn1cnc2onc(-c3cc(F)cc(F)c3)c2c1=O
14. Cc1c(Cl)cccc1NC(=O)C(=O)NCCc1csc2nc(-c3ccccc3F)nn12
15. Cc1ccc(C)c(N2CCN(C(=O)C3CCN(C(=O)c4cc5sccc5n4C)CC3)CC2)c1
16. O=C(c1cc(-c2ccc(Cl)cc2)on1)N(Cc1ccc(F)cc1)Cc1ccco1

compound no.	9	10	11	12	13	14	15	16
B2AR arrestin ag	1%	-2%	0%	-3%	1%	-1%	1%	-5%
FH mod	-30%	2%	-1%	9%	4%	-2%	-21%	-17%
p53null 39C kill	-6%	-14%	-4%	12%	-12%	?	69%[activator]	15%
NTMT1 inh	18%	5%	-2%	7%	0%	7%	0%	15%
GALK inh	8%	0%	-5%	0%	-1%	0%	-2%	0%
p53null 32C kill	-9%	-6%	7%	-3%	-3%	?	58%[activator]	-8%
TSG101-PTAP inh	-1%	-6%	-3%	0%	-7%	-2%	-8%	4%

The final four compounds of the section above come first, to join the parts:
13. O=C(O)CCn1cnc2onc(-c3cc(F)cc(F)c3)c2c1=O
14. Cc1c(Cl)cccc1NC(=O)C(=O)NCCc1csc2nc(-c3ccccc3F)nn12
15. Cc1ccc(C)c(N2CCN(C(=O)C3CCN(C(=O)c4cc5sccc5n4C)CC3)CC2)c1
16. O=C(c1cc(-c2ccc(Cl)cc2)on1)N(Cc1ccc(F)cc1)Cc1ccco1
17. Cc1ccc2c(=O)c(C(=O)c3ccccc3)cn(CC(=O)Nc3ccccc3C)c2n1
18. COc1cc(NC(=O)CCn2cnc3ccccc3c2=O)cc(OC)c1
19. Cc1cccc2cc(CN(C(=O)c3cccc(Cl)c3)c3ccccc3)c(=O)[nH]c12
20. O=C(CCn1c(=O)c2cccn2c2ccc(F)cc21)NCCc1ccccc1
21. Cn1c2ccccc2c2cnn(CC(=O)N3CCN(c4cccc(C(F)(F)F)c4)CC3)c(=O)c21
22. COc1ccc(-c2noc(-c3ccc(NC(C)c4ccccc4)c([N+](=O)[O-])c3)n2)cc1OC (stereo not drawn)
23. CCOC(=O)CNS(=O)(=O)c1cc(-c2nnc(Nc3cccc(O)c3)c3ccccc23)ccc1C
24. Cc1ccc(-c2cc3ncc(C(=O)c4cc([N+](=O)[O-])ccc4O)cn3n2)cc1

compound no.	13	14	15	16	17	18	19	20	21	22	23	24
B2AR arrestin ag	1%	-1%	1%	-5%	1%	-1%	0%	0%	-2%	1%	1%	0%
FH mod	4%	-2%	-21%	-17%	3%	-2%	-7%	-1%	?	0%	-20%	-31%
p53null 39C kill	-12%	?	69%[activator]	15%	15%	16%	-10%	86%[activator]	0%	-13%	?	.
NTMT1 inh	0%	7%	0%	15%	0%	32%[activator]	-2%	?	-15%	-4%	-2%	-26%
GALK inh	-1%	0%	-2%	0%	-2%	0%	3%	-1%	4%	1%	-6%	7%
p53null 32C kill	-3%	?	58%[activator]	-8%	-1%	2%	1%	3%	1%	8%	?	.
TSG101-PTAP inh	-7%	-2%	-8%	4%	6%	1%	-1%	1%	3%	2%	-7%	0%

Down the list, quoted from above:
Nos. 20–24 in NTMT1 inh, in turn: ?, -15%, -4%, -2%, -26%

Following part
25. COc1cc(CN(C(=O)c2ccccc2)c2ccccn2)cc(OC)c1OC
26. CC1=C(C(=O)N2CCN(c3cccc(C(F)(F)F)c3)CC2)C2(CCCCC2)OC1=O
27. CCC(=O)N1CCc2cc(CNC(=O)Nc3cc(OC)c(OC)c(OC)c3)ccc21
28. CCOc1ccc(CCNC(=O)CCc2cn(Cc3ccc(C)cc3)c3ccccc23)cc1
29. CCc1ccc(CNC(=O)c2nn(-c3ccc(C)c(C)c3)nc2CO)cc1
30. COc1ccc(CNC(=O)c2nn(C)c3c2CSc2ccccc2-3)cc1
31. Cc1cccc(Cn2cnc3c(oc4ccccc43)c2=O)c1
32. Cc1ccc(-c2nc3ccccc3o2)cc1NC(=O)c1cccc2c(Cl)cccc12

compound no.	25	26	27	28	29	30	31	32
B2AR arrestin ag	-5%	1%	2%	0%	-1%	0%	-1%	0%
FH mod	-19%	-10%	-12%	-11%	-1%	-15%	9%	1%
p53null 39C kill	4%	13%	-22%	-21%	-7%	6%	-7%	-2%
NTMT1 inh	3%	3%	9%	8%	-2%	?	10%	0%
GALK inh	0%	-2%	5%	0%	0%	4%	0%	-16%
p53null 32C kill	3%	-1%	-4%	-4%	-8%	4%	1%	9%
TSG101-PTAP inh	-7%	0%	2%	-2%	-3%	-2%	0%	3%

33. Cc1ccc(NC(=O)COc2ccc3oc4c(c3c2)CCCC4)c(C)c1
34. Cc1ccc(CCNC(=O)CN(c2ccc(C)cc2)S(=O)(=O)c2c(C)noc2C)cc1
35. Cc1cc(C)cc(NC(=O)C(=O)NCCc2sc(-c3cccc(F)c3)nc2C)c1
36. Cn1nc(C(=O)N2CCN(c3ccccc3F)CC2)c2c1-c1ccccc1S(=O)(=O)C2
37. Cc1ccc(-c2nc(-c3cc4cccc(OCc5cccc(C)c5)c4oc3=O)no2)cc1
38. Cc1ccccc1CCNCc1c(C(=O)O)c(C)n(Cc2c(F)cccc2Cl)c1C
39. O=C(CN1C(=O)COc2ccc(S(=O)(=O)N3CCCCC3)cc21)NCCc1ccc(Cl)cc1
40. Cc1ccc(S(=O)(=O)NCCSc2nnnn2-c2ccccc2)cc1

compound no.	33	34	35	36	37	38	39	40
B2AR arrestin ag	-1%	1%	0%	0%	1%	-3%	0%	1%
FH mod	4%	-4%	-22%	15%	-3%	25%	-21%	-23%
p53null 39C kill	2%	18%	-16%	-20%	11%	-10%	-10%	-17%&-20%
NTMT1 inh	14%	11%	-5%	-1%	-2%	-28%	-12%	-5%
GALK inh	2%	-2%	3%	3%	-4%	6%	0%	6%
p53null 32C kill	4%	9%	5%	-5%	12%	0%	8%	4%&2%
TSG101-PTAP inh	-4%	0%	1%	4%	8%	2%	-10%	0%

41. O=C(CSc1nc(-c2ccccc2)c2ccccc2n1)Nc1ccc(F)cc1
42. Cc1cc(=O)n(CC(=O)N2CCN(c3ccccc3F)CC2)c2c1c(C)nn2C
43. Cc1cc(NC(=O)c2cc(-c3ccc(Cl)cc3)on2)n(-c2ccccc2)n1
44. COc1ccc2c(c1)-c1nc(NC(=O)c3ccccc3F)sc1CC2
45. CCCCNC(=O)CSc1nc2ccccc2nc1Cc1ccccc1
46. Cc1cccc(Cn2c(=O)n(Cc3ccccc3)c(=O)c3oc4ccccc4c32)c1
47. CCc1ccc(C(=O)c2cn(CC(=O)NC3CCCCC3)c3nc(C)ccc3c2=O)cc1
48. Cc1csc2nc(-c3cccc(NS(C)(=O)=O)c3)cn12

compound no.	41	42	43	44	45	46	47	48
B2AR arrestin ag	6%	0%	-1%	0%	0%	1%	1%	1%
FH mod	-10%	2%	1%	-21%	-12%	-2%	-11%	5%
p53null 39C kill	-5%	14%	20%	-17%	?	-9%	-5%	?
NTMT1 inh	1%	-4%	11%	1%	?	7%	8%	-22%
GALK inh	-5%	2%	3%	2%	1%	0%	-1%	0%
p53null 32C kill	4%	-1%	4%	4%	-6%	3%	1%	-27%
TSG101-PTAP inh	1%	-3%	-2%	0%	-2%	-1%	-4%	-6%

A run of entries of the results above, for reference:
41. O=C(CSc1nc(-c2ccccc2)c2ccccc2n1)Nc1ccc(F)cc1
42. Cc1cc(=O)n(CC(=O)N2CCN(c3ccccc3F)CC2)c2c1c(C)nn2C
43. Cc1cc(NC(=O)c2cc(-c3ccc(Cl)cc3)on2)n(-c2ccccc2)n1

compound no.	41	42	43
B2AR arrestin ag	6%	0%	-1%
FH mod	-10%	2%	1%
p53null 39C kill	-5%	14%	20%
NTMT1 inh	1%	-4%	11%
GALK inh	-5%	2%	3%
p53null 32C kill	4%	-1%	4%
TSG101-PTAP inh	1%	-3%	-2%

Carrying on:
49. Cc1ccc(CSc2ncc(Cl)c(C(=O)NCCc3ccc(S(N)(=O)=O)cc3)n2)cc1
50. CCN(CC)C(=O)Cn1c(=O)nc(-c2ccccc2F)c2cc(Cl)ccc21
51. CCc1cccc(C)c1NC(=O)CCn1nc(C)c2c(C)n(-c3ccccc3)nc2c1=O
52. COc1ccccc1CNC(=O)CN1C(=O)CSc2c1c(C)nn2-c1ccccc1

compound no.	49	50	51	52
B2AR arrestin ag	0%	0%	0%	0%
FH mod	-5%	-15%	-1%	4%
p53null 39C kill	-17%	0%	25%	-7%
NTMT1 inh	-30%	5%	?	-3%
GALK inh	-2%	1%	-3%	-1%
p53null 32C kill	-3%	3%	-1%	-6%
TSG101-PTAP inh	-1%	-8%	4%	-6%

The list is partial. The share of hits here may be higher or lower than overall.
